Bioassay records as filed in PubChem BioAssay.
RT RNaseH block: blocks HIV-1 RNase H cleavage of RNA/DNA duplex. P04585. RT-RNase H RNA/DNA duplex cleavage, fluorescence. inhibition, % at 10 µM. hit rate 1.9% among 65,000. AID 565; in the data active = inhibition above about 50%
RmlCD inh mix: RmlC/RmlD inhibition, mixture screen. RmlC/RmlD coupled enzyme inhibition, 384-well mixture HTS. hit rate 0.39% among 110,000. inhibition, % at 5.5 µM. AID 1532; in the data active = inhibition above about 30%, passing the limit was not always enough; note: strong numbers were not always called active
* = called active by the depositor; · = no result given.

SMILES	RmlCD inh mix	RT RNaseH block
COc1ccc(C2C3=C(CC(C)(C)CC3=O)Nc3c2c(=O)[nH]c(=O)n3Cc2ccccc2)cc1 (stereo not given)	14.9	10.6
COC(=O)C(/C=N/OCc1ccc([N+](=O)[O-])cc1)NC(=O)c1ccccc1 (stereo not given)	5.5	·
O=C1NCCCN1Cc1ccc(F)cc1Cl	5.4	-11.7
CC1(C)CC(=O)C(Sc2nnc(-c3ccc(O)cc3)n2CC2CCCO2)C(=O)C1 (stereo not given)	7.0	4.3
Cc1cc(C)n(-c2cc(N3CCOCC3)ncn2)n1	33.1	-16.6
CCN(C(=O)COC(=O)c1cccnc1SC)C1CCS(=O)(=O)C1 (stereo not given)	5.2	3.6
COC(=O)[C@@H](NC(=O)N1CCN(c2cccc(C(F)(F)F)c2)CC1)C(C)C	7.2	11.5
Cc1n[nH]c(C)c1CCc1nc2c3ccccc3nc(SCC(=O)Nc3ccccc3F)n2n1	-9.5	·
CC(=O)Nc1ccc(S(=O)(=O)CCC(=O)O)cc1	-12.8	·
CCOc1ccccc1NC(=O)c1ccccc1NS(C)(=O)=O	-0.3	-3.1
CCOc1ccc(Cl)cc1S(=O)(=O)n1cnc2ccccc21	6.0	-115.6
Cc1ccc2c(c1)nnn2C1CCN(S(=O)(=O)c2ccc(C(=O)N(C)C)cc2)CC1	-7.4	2.8
CCn1c(N2CCC(Cc3ccccc3)CC2)nc2c1c(=O)[nH]c(=O)n2C	·	-14.2
COCc1cc(=O)n2c(-c3ccc(C)cc3)n[nH]c2n1	9.9	-1.3
COc1ccc(NC(=O)C2CCCN2C(=O)NCc2ccccc2)cc1OC (stereo not given)	7.1	·
Cc1ccc(OC(=O)C(F)(F)F)c2c1NCCC2	2.7	-8.2
Cc1ccc(CNC(=O)[C@@H]2CCC(=O)N2Cc2ccco2)cc1	12.6	·
COc1cc(C(=O)NCCOc2ccccc2)c(Br)c(OC)c1OC	-12.2	·
Cc1nc2ccc(Cl)cc2nc(C)/c1=N\O	·	-7.2
O=C(Nc1sc2c(c1C(=O)c1ccc(Cl)cc1)CCCC2)c1cccnc1	-6.1	·
CCOC(=O)c1c(C)[nH]c(O)c1C=Nc1ccc(Cl)cc1	-15.0	·
C=CCN=C(C)C1=C(O)CCC1=O	·	-7.4
O=C(c1ccc(C(F)(F)F)cc1)N1CCCCC1	6.2	1.7
COc1ccc(-c2nnc(SCc3cc(C)cc(C)c3)o2)cc1	·	-37.2
O=C(CN1CCN(c2ccc(Cl)cc2)CC1)Nc1cccc(F)c1	4.2	-9.9
CCOC(=O)C1=C(C)NC(SC)=NC1c1ccccc1 (stereo not given)	12.2	·
O=C(COC(=O)c1ccc2c(c1)OCCO2)NCCC1=CCCCC1	-10.3	-3.3
C=C(C)Cn1c(=O)c(NC(=O)c2ccccc2)c2n(c1=S)CCC2	6.1	-0.8
COc1ccc(S(=O)(=O)NNC(=O)C2Cc3c(ccc4ccccc34)O2)cc1 (stereo not given)	6.7	·
NC(=O)C1(N2CCCCC2)CCN(C(=O)Nc2ccccc2C(F)(F)F)CC1	-7.7	-10.5

One compound at a time (already shown). Order of screens: RmlCD inh mix, RT RNaseH block
Record of `O=C(COC(=O)c1ccc2c(c1)OCCO2)NCCC1=CCCCC1` : -10.3, -3.3
Record of `COc1ccc(S(=O)(=O)NNC(=O)C2Cc3c(ccc4ccccc34)O2)cc1` (stereo not given) : 6.7, ·

The listing continues.
SMILES	RmlCD inh mix	RT RNaseH block
CCOC(=O)C1CCCN(CC(=O)NC2=Nc3ccccc3N=C(C)C2c2ccccc2)C1 (stereo not given)	-6.7	1.2
CCn1c(SCC(=O)N2CCN(c3ccccc3)CC2)nnc1-c1ccoc1C	-9.2	0.6
CCC(=O)N1CCc2cc(S(=O)(=O)CCC(=O)NCCc3ccccc3)ccc21	4.0	·
c1ccc(N2CCN(c3cnc4ccccc4n3)CC2)cc1	-2.1	·
Cc1nn(CCOc2ccccc2)c(=O)n1-c1c(F)cccc1F	3.3	·
CSc1ccc(CNC2CC2)cc1	-2.0	·
O=C(CSc1nnc(-c2cccs2)o1)OC1CCCCC1	-0.8	-26.3
CC1=CCC(C(=O)O)C(C(=O)O)C1 (stereo not given)	-5.4	-5.9
COC(=O)c1ccc(Cn2nnc3c(sc4nc(N5CCOCC5)c5c(c43)CCCC5)c2=O)o1	·	1.0
O=C(C1CCN(S(=O)(=O)c2cnc[nH]2)CC1)N1CCn2c1nc1ccccc12	-17.1	·
O=C(Nc1ccc(Cc2ccncc2)cc1)c1ccco1	9.3	-1.6
CCOC(=O)c1cnc(-n2cc(C)cn2)nc1NCc1ccc2c(c1)OCO2	-12.3	-7.8
CCOC(=O)c1cnn(-c2ncnc3sc(C)c(C)c23)c1N	-10.8	0.2
C[C@@H](C(=O)N1CCN(C(=O)OC(C)(C)C)CC1)n1cc(CCCN=C(NC(=O)OC(C)(C)C)NC(=O)OC(C)(C)C)nn1	-11.8	·
O=C(CN1C(=O)CSC1=O)NCc1ccccc1	7.7	-8.0
CCOc1cc(C2NC(=O)NC(C)=C2C(=O)OCc2ccccc2)ccc1O (stereo not given)	-11.9	-16.9
CCCC(=O)NCCCc1nc2ccccc2[nH]1	6.3	-5.4
CCn1c2ccccc2c2cc(/C=N/n3cnnc3)ccc21	5.1	-52.2
CCOC(=O)CSc1nnc(CNC(=O)c2ccc(OC)cc2)n1Cc1ccccc1	6.2	-21.2
C=CCS(=O)(=O)c1nc2ccccc2s1	-16.5	·
CC(C)Sc1nnc(NC(=O)C2CC2)s1	-5.3	-6.3
Cc1ccc(CSc2nnc(C(F)(F)F)n2Cc2ccc(F)cc2)cc1	12.9	·
N#Cc1cc2ccc(N3CCOCC3)cc2cc1C#N	-28.2	-10.4
Cc1nnc2sc(-c3cc4ccccc4o3)nn12	·	-4.8
O=C(NCCOc1nc(N2CCOCC2)nc(N2CCOCC2)n1)Nc1ccc(Cl)cc1	-6.8	·
COc1ccc(C(=O)Nc2ccc3c(c2)OCCO3)cc1	-5.8	·
CCc1c(C)c2nncn2[nH]c1=O	·	-15.6
Cc1cc(C)nc(SCC(=O)c2ccc([N+](=O)[O-])cc2)n1	-0.9	·
Cc1cccn2c(=O)c3cc(C(=O)N4CCc5ccccc5C4)n(C)c3nc12	·	-15.4
COc1ccccc1C1CC(=O)NC(C)=C1C(=O)OCC(C)C (stereo not given)	-11.7	-7.8
Cc1c(CN(C)C)c2c(n1C)C(=O)c1ccc(Br)cc1-2	6.4	-14.1
COc1ccc(-c2ccc(N(C)C)cc2)cc1[C@H]1[C@H]2C=CC[C@@H](C)[C@@H]2C(=O)N1Cc1ccccc1	-3.2	·
CCOC(=O)Cc1csc(NC(=O)CSc2nnc(Cc3csc(N)n3)n2C)n1	-4.0	-2.2
O=C(CCn1[nH]c(=O)c2ccccc2c1=O)NCCO	-6.2	3.2
C=CCn1c(=O)c2c(nc(-c3ccc(S(=O)(=O)O)cc3)n2C)n(C)c1=O	37.5	·
COc1ccc(NC(=O)Nc2cccs2)cc1OC	7.7	-4.5
Cc1cccn2cc(CNC(=O)CC3CCCC3)nc12	8.1	-19.8
COc1ccc(S(=O)(=O)NC(CC(=O)N2CCc3ccccc32)c2ccco2)cc1 (stereo not given)	6.9	-2.5
Cc1cc(N2CCN(c3ccccc3)CC2)nc(-n2nc(C)cc2C)n1	-6.9	-7.8
Cn1cc(SCC(=O)N2CCCc3ccccc32)c2ccccc21	4.5	·
COCCn1c(SCC#N)nnc1-c1ccccc1O	2.2	-4.9
COc1ccc(C)cc1NC(=O)C1CCN(S(=O)(=O)c2cccc3cccnc23)CC1	-50.3	-11.8
CCOC(=O)C(Oc1ccc(=O)[nH]n1)C(C)=O (stereo not given)	-3.4	0.7
C/C=C/Cn1c(SCc2ccccc2)nc2c1c(=O)[nH]c(=O)n2C	7.7	50.3*
N#Cc1c(N2CCN(C(=O)c3ccco3)CC2)nc(-c2ccccc2)c2c1CCCC2	-0.9	-31.5
COC(=O)c1ccc(CSc2nc3c(cnn3-c3ccccc3)c(=O)[nH]2)o1	5.4	-34.4
CN(Cc1nc(-c2ccccn2)no1)S(=O)(=O)c1ccc(Br)cc1	2.2	-16.1
O=C(CSc1nnc(COc2ccccc2)o1)Nc1nccs1	·	-4.8
O=CN(/C=C1\Sc2ccccc2C1=O)Cc1ccccc1	-1.2	·
Cc1cc2c(cc(C(=O)NCCCN3CCOCC3)n2Cc2ccc(Cl)cc2)o1	6.1	-10.2

Remaining list, next part.
SMILES	RmlCD inh mix	RT RNaseH block
CC(OC(=O)CCCOc1ccccc1)C(=O)NC(N)=O (stereo not given)	-8.3	·
CCC(c1nnnn1CCOC)N1CCN(c2cccc(C(F)(F)F)c2)CC1 (stereo not given)	16.4	3.1
CCOc1ccccc1-c1nnc(SCC(=O)Nc2ccccc2)o1	8.2	-38.3
[O-][n+]1onc2c1C(N1CCOCC1)CCC2N1CCOCC1 (stereo not given)	5.2	-4.7
COc1ccc(C(=O)NCC2OCCc3ccccc32)c(O)c1 (stereo not given)	1.5	0.1
O=C(O)CCC(=O)NC1CCCCCCC1	0.0	0.6
COc1cc(C)c(S(=O)(=O)N2CCOCC2)cc1C	9.3	·
CCOC(=O)C1CCCCN1Cc1ccc(F)c(Br)c1 (stereo not given)	-7.7	-2.9
CCCCCNc1nc(-c2ccccc2)cs1	-67.1	·
c1ccc(-n2nnnc2SCc2cn3ccccc3n2)cc1	-9.3	-26.9

Structural class: the entries above with a furan ring, fused or not
SMILES	RmlCD inh mix	RT RNaseH block
Cc1ccc(CNC(=O)[C@@H]2CCC(=O)N2Cc2ccco2)cc1	12.6	·
CCn1c(SCC(=O)N2CCN(c3ccccc3)CC2)nnc1-c1ccoc1C	-9.2	0.6
COC(=O)c1ccc(Cn2nnc3c(sc4nc(N5CCOCC5)c5c(c43)CCCC5)c2=O)o1	·	1.0
O=C(Nc1ccc(Cc2ccncc2)cc1)c1ccco1	9.3	-1.6
Cc1nnc2sc(-c3cc4ccccc4o3)nn12	·	-4.8
COc1ccc(S(=O)(=O)NC(CC(=O)N2CCc3ccccc32)c2ccco2)cc1 (stereo not given)	6.9	-2.5
N#Cc1c(N2CCN(C(=O)c3ccco3)CC2)nc(-c2ccccc2)c2c1CCCC2	-0.9	-31.5
COC(=O)c1ccc(CSc2nc3c(cnn3-c3ccccc3)c(=O)[nH]2)o1	5.4	-34.4
Cc1cc2c(cc(C(=O)NCCCN3CCOCC3)n2Cc2ccc(Cl)cc2)o1	6.1	-10.2

Continuation.
SMILES	RmlCD inh mix	RT RNaseH block
COc1ccc(N=c2oc3c(OC)cccc3cc2C(=O)NCc2ccco2)cc1OC	6.7	-3.6
COc1ccc(-c2nc(-c3ccc(NC(=O)c4ccc(Br)o4)cc3)no2)cc1OC	7.2	-4.6
CC1CC(C)CN(CC(=O)Nc2ccc(S(N)(=O)=O)cc2)C1 (stereo not given)	0.8	-8.2
Cc1cc(NS(=O)(=O)c2ccc(NC(=O)C(C)N3C(=O)c4ccccc4C3=O)cc2)nc(C)n1 (stereo not given)	4.6	-1.0
CCc1ccc(-c2csc3ncn(CC(=O)N4CCOCC4)c(=O)c23)cc1	-9.3	·
CCCC1=C(C(=O)OCC)C(c2ccc(O)cc2)n2ncnc2N1 (stereo not given)	-1.4	-5.0
COCCCNC(=O)CCn1c(=O)c2ccccc2n(CC(=O)Nc2ccc(C)cc2C)c1=O	-0.6	-10.9
COc1ccc(C2=NO[C@@H]3C(=O)N(Cc4ccccc4)C(=O)[C@H]23)cc1OC	-12.5	·
CC1(Cc2cn(CCC#N)c3ccccc23)OCCO1	7.8	-6.3

The list is partial; the hit share may differ from the screen's.
